SR-BI DiI inh = inhibitors of SR-BI mediated HDL lipid uptake, primary screen, ldlA[mSR-BI] cells, fluorescence, single point | AID 488896, 2010 | 320,000 compounds, 0.96% hits | ldlA[mSR-BI] CHO cells, DiI-HDL uptake fluorescence, 3 h | inhibition, % at 12.5 µM | Scavenger receptor class B member 1 (Mus musculus), Q61009;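 active = mean replicate inhibition of at least 70% and a set share of replicates each scoring 70 or more; inconclusive = meets just one of the two criteria; inactive = fails both criteria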;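 also: 0% = median of neutral control wells and 100% = median of positive control wells; values of inactives mirror those of a sister screen read the other way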
DAGLB inhibitor = DAGLB lipase inhibitors, primary screen, biochemical, fluorescence, HTS. Diacylglycerol lipase-beta (Homo sapiens), Q8NCG7. HEK293T DAGLB membrane lysate, EnzChek fluorogenic substrate. inhibition, % at 5.17 µM. 340,000 compounds, 0.059% hits. AID 504411, 2011; in the data active = inhibition above about 34%;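 also: 0% = enzyme with vehicle and 100% = wells lacking enzyme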
Arrestin-AP2 inh = inhibitors of beta-arrestin/AP2 binding, primary screen, biochemical, GPCR trafficking, flow cytometry | inhibition, % at 10 µM | 340,000 compounds, 0.31% hits | AID 504490, 2011 | FITC-arrestin peptide / GST-AP2 beads; AP2 beta2 appendage carries R879A mutation;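 active = inhibition above a set limit, near 3 SD of compounds lacking own fluorescence, cut at about 54% in these data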;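 also: plate controls were DMSO wells for no effect and 5 µM unlabelled arrestin peptide for full effect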
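Measured by: flow cytometry, FL1 (488/535 nm); Material: AP2 appendage R879A on GSH beads; Evaluation: percent response; Timing: pre-incubation 12 min, peptide binding 1 h, room temperature; Also added: 50 nM FITC-arrestin peptide; Medium: PBS with 0.05% Tween 20 and 0.1% BSA.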
LANA DNA inh = inhibitors of KSHV C-LANA binding to DNA, primary screen, biochemical, fluorescence polarization, FAM-LBS DNA, MBP-C-LANA, single point. Kaposi's sarcoma herpesvirus LANA C-terminal domain (residues 932-1162) DNA binding. inhibition, % at 9 µM. 340,000 compounds, 0.078% hits;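 active = highest replicate inhibition at or above 60% at 9 µM, even if other replicates fall short; inactive = all replicates below 60% inhibition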;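 also: 0% = neutral control wells and 100% = 4 µM acridine orange control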
PKA-R2B activ = activators of PKA-R2B holoenzyme, primary screen, biochemical, fluorescence polarization, Cy5-IP20, human; cAMP-dependent protein kinase catalytic subunit beta (Homo sapiens) + cAMP-dependent …; AID 504700, 2011; 340,000 compounds, 0.079% hits; PKA-R2B holoenzyme dissociation; R2B truncated from residue 108, S112A mutant; 0% DMSO only, 100% 113 µM cGMP; activation, % at 11.4 µM;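 active = activation above a cutoff set at the mean over all compounds plus 3 SD, cut at about 18% in these data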;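 also: higher means more holoenzyme dissociation and a rise in polarization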
Target sequence (P31323 whole entry, looked up, other chains not shown, the tested form may be a part): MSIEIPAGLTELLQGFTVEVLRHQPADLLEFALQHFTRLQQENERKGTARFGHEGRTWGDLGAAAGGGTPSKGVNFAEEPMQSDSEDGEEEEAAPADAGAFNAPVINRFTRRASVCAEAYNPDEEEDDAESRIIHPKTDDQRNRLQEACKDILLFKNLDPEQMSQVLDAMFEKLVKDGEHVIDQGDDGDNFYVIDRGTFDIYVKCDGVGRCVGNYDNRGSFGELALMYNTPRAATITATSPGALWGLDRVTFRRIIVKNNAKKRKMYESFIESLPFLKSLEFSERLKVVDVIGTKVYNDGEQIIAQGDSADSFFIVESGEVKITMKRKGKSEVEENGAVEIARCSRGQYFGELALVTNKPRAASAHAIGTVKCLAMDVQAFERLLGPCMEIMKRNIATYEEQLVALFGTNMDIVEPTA
SR-BI uptake up = activators of SR-BI mediated DiI-HDL uptake, primary screen, ldlA[mSR-BI] CHO cells, DiI fluorescence; 3 h; 100 = double the neutral-control signal; activation, % at 12.5 µM; 320,000 compounds, 0.096% hits;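 active = mean replicate activation of at least 60% and every replicate at or above 60%; inconclusive = mean or all-replicate condition met, but not both; inactive = mean below 60% and not all replicates reaching 60%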;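 also: 0% = median plate neutral-control signal and 100% = twice that signal; values of inactives mirror those of a sister screen read the other way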
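Assay system: CHO ldlA[mSR-BI] cells, LDL receptor-null, SR-BI overexpressing; medium: Ham's F12 with 0.5% BSA, HEPES 25 mM, pH 7.4; also added: DiI-HDL 10 µg/mL; timing: 3 h uptake period with compound, 37 °C; signal: DiI fluorescence, bottom read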
PvdQ acylase = P. aeruginosa PvdQ acylase inhibitors, primary screen, biochemical, fluorescence, plate reader and imaging, single point; PvdQ acylase [Pseudomonas aeruginosa LESB58]; purified PvdQ acylase; inhibition, % at 10 µM; 340,000 compounds, 0.063% hits; AID 488965, 2010; in the data active = inhibition above about 30%, passing the limit was not always enough; inconclusive = no clear call, values can overlap the other calls;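 also: 0% = vehicle neutral wells and 100% = reference inhibitor wells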
Cardiac RTF inh = cardiac RTF calcium sensitivity inhibitors, primary screen, biochemical, IANBD-TnC fluorescence, EC70 calcium. Troponin I, cardiac muscle (Homo sapiens) + Troponin T, cardiac muscle (Homo sapiens) + …. IANBD-labeled cardiac RTF, Ca2+ fluorescence. inhibition, % at 7.15 µM. 340,000 compounds, 0.12% hits. AID 493244, 2011;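 active = inhibition above the mean inhibition of all tested compounds plus 3 SD, cut at about 17% in these data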;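 also: assay run at fixed EC70 calcium of 1.6 mM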
NSD2 inh = NSD2 histone methyltransferase inhibitors, primary screen, biochemical, AlphaScreen, single concentration, set 2. Histone-lysine N-methyltransferase NSD2 (Homo sapiens), O96028. NSD2 peptide methylation, 120 min. inhibition, % at 12.5 µM. 310,000 compounds, 0.54% hits; in the data active = inhibition above about 50%
Keap1 Nrf2 FP = Keap1-Nrf2 protein-protein interaction inhibitors, primary screen, biochemical, fluorescence polarization, single point. Keap1 Kelch-Nrf2 peptide fluorescence polarization, 1536-well. inhibition, % at 9.4 µM. 340,000 compounds, 0.15% hits. Kelch-like ECH-associated protein 1 (Homo sapiens), Q14145; in the data active = inhibition above about 12%; inconclusive = no clear call, values can overlap the other calls; inactive = below about 7.3%;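 also: human Keap1 Kelch domain with fluorescein labeled Nrf2 9mer peptide probe; 0% = neutral control wells and 100% = peptide positive control; higher means more block of Keap1 binding to Nrf2 peptide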
Target sequence (Q14145 whole entry, looked up, the tested form may be a part): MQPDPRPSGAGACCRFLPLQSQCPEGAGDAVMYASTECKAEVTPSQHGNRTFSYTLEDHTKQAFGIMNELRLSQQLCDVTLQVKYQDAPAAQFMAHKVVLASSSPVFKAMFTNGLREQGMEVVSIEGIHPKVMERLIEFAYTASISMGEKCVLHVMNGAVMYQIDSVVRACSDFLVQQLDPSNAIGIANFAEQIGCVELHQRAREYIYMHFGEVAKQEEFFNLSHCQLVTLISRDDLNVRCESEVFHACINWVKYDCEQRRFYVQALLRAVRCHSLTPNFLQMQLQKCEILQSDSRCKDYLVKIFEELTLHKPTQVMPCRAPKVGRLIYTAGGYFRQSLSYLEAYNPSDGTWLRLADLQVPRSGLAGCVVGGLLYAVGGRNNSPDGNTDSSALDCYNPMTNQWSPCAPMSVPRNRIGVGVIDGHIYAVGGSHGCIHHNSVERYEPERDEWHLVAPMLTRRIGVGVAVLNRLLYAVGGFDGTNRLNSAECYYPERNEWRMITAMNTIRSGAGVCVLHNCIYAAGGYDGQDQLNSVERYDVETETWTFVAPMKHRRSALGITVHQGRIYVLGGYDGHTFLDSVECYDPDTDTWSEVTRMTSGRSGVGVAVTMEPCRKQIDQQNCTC
* marks the source's active call; other numbers are inactive results; ? = inconclusive; nt = no result given.

Second line of a record – SR-BI DiI inh	DAGLB inhibitor	Arrestin-AP2 inh	LANA DNA inh	PKA-R2B activ	SR-BI uptake up	PvdQ acylase	Cardiac RTF inh	NSD2 inh	Keap1 Nrf2 FP
1: O=C(COc1ccccc1)N1CCN(c2nnc(-c3ccccc3)c3ccccc23)CC1
 : 35	-2	1	-0.9	-6	-35	-15	1	3	-8
2: Cc1ccc(NC(=O)Cn2sc3nc(C)cc(C)c3c2=O)c(Cl)c1
 : -11	1	31	-12	-5	11	2	-1	0	3
3: Cc1ccc(-n2cc(CN3CCN(Cc4nccn4C)CC3)c(-c3cccc(C)c3)n2)cc1
 : 18	3	5	-2.3	-5	-18	-11	-21	3	-5
4: COc1ccc(NC(=O)C(C)N2c3cccc4cccc(c34)S2(=O)=O)cc1OC (centres undefined)
 : 1	0	-11	0.3	2	-1	-4	1	-4	-4
5: COC(=O)c1cn(C(=O)c2cccc(Br)c2)c2ccccc12
 : 7	2	8	-1.1	-2	-7	-9	-4	0	-1
6: O=C(CNS(=O)(=O)c1ccccc1)NCc1ccco1
 : -8	-2	-6	1.4	-2	8	-5	4	9	3
7: COc1cc(N2C(=O)NC3CC2(C)Oc2ccccc23)cc(OC)c1OC (centres undefined)
 : -31	2	7	0.2	-3	31	-18	1	-2	2
8: O=C(c1ccco1)N(CCCN1CCOCC1)c1nc(-c2ccc(Cl)cc2)cs1
 : -11	-5	9	-1.5	4	11	-6	-4	nt	-2
9: COc1cccc(-c2cc3nc(-c4ccccc4)cc(N4CCC5(CC4)OCCO5)n3n2)c1
 : ?	-7	-9	1.4	-8	-71	-37	7	nt	-2
10: C#CCOCCOCCOCCNc1nc(N2CCN(C(=O)[C@H]([C@@H](C)CC)n3cc([C@@H](N)CC(C)C)nn3)CC2)nc(N2CCN(C(=O)[C@H](CCCCN)n3cc([C@@H](N)C(C)CC)nn3)CC2)n1 (some centres undefined)
 : 14	-2	0	0.1	-10	-6	-11	-1	nt	0
11: Cc1nn(CC(=O)NCCCN2CCCCC2C)c(=O)c2cccn12 (centres undefined)
 : 9	2	-2	-1.0	-7	-9	-9	-4	-6	1
12: COc1ccc(CCC(=O)Nc2nc(C)c(C(=O)N(C)C)s2)cc1
 : -1	-4	20	-1.1	7	1	3	-6	nt	0
13: O=C1NC(c2cc(Cl)cc([N+](=O)[O-])c2O)Nc2ccccc21 (centres undefined)
 : nt	6	1	1.3	10	nt	-17	-16	2	49*
14: Cc1ccc(C(=O)Nc2ccc(S(=O)(=O)N3CCCC3)cc2)s1
 : nt	-9	10	-0.1	7	nt	-6	-10	-1	0
15: Cc1ccc2oc(C(=O)N(C)Cc3ccon3)c(C)c2c1
 : 0	-3	7	0.3	-2	0	4	-11	12	-1
16: CCc1ccc(NC(=S)N2CCC(NC(=O)c3ccccc3OC)CC2)cc1
 : nt	0	-3	-2.3	-10	nt	-8	3	3	-4
17: Cc1ccc(C(=O)NC2CC(C)(C)NC(C)(C)C2)cc1C
 : -13	0	0	-1.0	-11	13	-8	-1	1	2
18: CCOc1cccc(C(=O)Nc2ccncc2)c1
 : 10	1	-18	-1.9	-10	-10	-7	-15	7	-3
19: Nn1c(SCc2cccc(F)c2)nnc1-c1cccnc1
 : 3	-1	6	-0.3	-6	-3	-9	0	-2	-2
20: CCCC1C(C#N)=C(N)Oc2n[nH]c(C(C)(C)C)c21 (centres undefined)
 : -12	-2	-3	-0.5	0	12	-5	-1	1	-3
21: C[C@H](O)[C@@H]1C(=O)N2CCc3ccc(-c4cccc(F)c4)cc3[C@@H]2C[C@@H]1N(C)S(=O)(=O)c1ccccc1
 : 16	0	-5	-0.8	-9	-16	-20	-5	nt	-2
22: CCN(CCCNC(=O)Cn1ncc2c(=O)oc3ccccc3c21)c1cccc(C)c1
 : 24	-1	-6	-0.5	6	-24	-19	-4	nt	-6
23: c1cncc(-c2noc(CC3CCCCC3)n2)c1
 : -1	-3	8	0.9	3	1	6	-3	6	0
24: COc1ccccc1C(=O)NC(=O)CSc1nncn1C(C)C
 : -10	-2	24	-0.7	-2	10	2	6	2	-5
25: CCN1C(=O)C2(Nc3ccccc3-c3nc4ccccc4n32)c2cc(OC)ccc21 (centres undefined)
 : 53	1	-6	-1.3	-3	-53	-13	-4	0	0
26: CCC(=O)NCCCNc1nc2c(C)cccc2cc1C#N
 : 9	-1	-3	-1.9	-4	-9	-7	-5	-4	-3
27: CCN(CC)CCCN=C1N[C@@H](c2cccc(C(F)(F)F)c2)C(C(=O)OC)=C(C)N1CC
 : -44	-1	-10	0.6	-10	44	-5	-5	nt	5
28: CC(=O)Nc1ccc(C(=O)Nc2nnc(CCc3ccccc3)s2)cc1
 : 39	1	-12	-1.1	-6	-39	-7	-9	14	-5
29: CCn1cc(C(=O)O)c(=O)c2cc(F)c(N3CCN(C(=S)NC(=O)c4cccc(C)c4)CC3)cc21
 : nt	0	6	-0.7	-6	nt	14	-1	5	-3
30: Cn1/c(=N/NC(=O)c2cccc(OC(F)F)c2)sc2ccccc21
 : 8	1	1	-1.1	-5	-8	-2	-10	0	0
31: Cc1ccc(C)c(OC(=O)CN2C(=O)c3ccccc3C2=O)c1
 : -1	-7	-9	-0.3	-6	1	-25	-5	-5	-3
32: Cc1cc(C)c(C(=O)N2CCCC(Nc3ccc(F)cc3)C2)o1 (centres undefined)
 : -14	-3	0	-0.2	0	14	-10	-7	4	-1
33: COc1ccccc1NC(=S)N1CCCc2ccccc21
 : 6	-2	1	0.0	0	-6	-14	-8	nt	-10
34: CCN1CCN(C(=S)NC(CC(=O)c2ccccc2)c2ccccc2)CC1 (centres undefined)
 : 12	2	-1	2.0	12	-12	-5	3	6	2
35: C=CCNC(=O)c1cc(Cl)cc(Cl)c1
 : -17	-2	15	-0.4	-5	17	21	0	0	-4
36: CCCNC(=O)Cn1cnc2sc(C(=O)N3CCN(Cc4ccc5c(c4)OCO5)CC3)c(C)c2c1=O
 : 23	-2	-1	1.4	-3	-23	-13	-24	0	-2
37: O=C(CCN1C(=O)C2CC=CCC2C1=O)Nc1ccccc1Cl (centres undefined)
 : -4	2	0	1.5	-1	4	-6	-3	1	-6
38: CN(C)C(=O)COC(=O)c1cccnc1Nc1ccccc1F
 : -7	0	1	-1.0	-3	7	-14	-5	-1	-6
39: O=C(CNC(=O)C1COc2ccccc2O1)N/N=C\c1ccccc1Cl (centres undefined)
 : -1	-1	-4	0.4	6	1	3	9	2	1
40: COc1ccc(C(=O)C2CCCN(C(=O)C3CCOCC3)C2)cc1OC (centres undefined)
 : -12	1	-11	2.6	-1	12	-11	5	-1	-6
41: CS(=O)(=O)N(CC(=O)N1CCCCC1)Cc1ccccc1
 : -223	-1	-4	-1.3	-1	?	-8	-4	nt	-4
42: CCOC(=O)c1c(C)[nH]c(C(=O)COC(=O)[C@H](C)NC(=O)c2ccccc2Cl)c1C
 : 27	-1	3	0.1	-2	-27	-8	-4	-1	-6
43: COc1ccc2c(CC(=O)NNC(=O)c3ccccc3F)coc2c1
 : -12	2	7	2.4	3	12	9	1	-1	0
44: Cn1c(SCC(=O)N2CCN(c3ccccc3)CC2)nnc1-c1cc2ccccc2o1
 : -11	-1	8	1.3	3	11	15	0	7	1
45: COc1ccc(NC(=S)Nc2ccc(OCc3ccccc3)cc2)cc1OC
 : -3	3	22	-0.3	-9	3	-4	11	-6	-2

Some entries already given, showing only PvdQ acylase and Cardiac RTF inh.
#	molecule	PvdQ acylase	Cardiac RTF inh
35	C=CCNC(=O)c1cc(Cl)cc(Cl)c1	21	0
36	CCCNC(=O)Cn1cnc2sc(C(=O)N3CCN(Cc4ccc5c(c4)OCO5)CC3)c(C)c2c1=O	-13	-24

Part of the list above, screen by screen.
6: O=C(CNS(=O)(=O)c1ccccc1)NCc1ccco1
7: COc1cc(N2C(=O)NC3CC2(C)Oc2ccccc23)cc(OC)c1OC (centres undefined)
8: O=C(c1ccco1)N(CCCN1CCOCC1)c1nc(-c2ccc(Cl)cc2)cs1
9: COc1cccc(-c2cc3nc(-c4ccccc4)cc(N4CCC5(CC4)OCCO5)n3n2)c1
10: C#CCOCCOCCOCCNc1nc(N2CCN(C(=O)[C@H]([C@@H](C)CC)n3cc([C@@H](N)CC(C)C)nn3)CC2)nc(N2CCN(C(=O)[C@H](CCCCN)n3cc([C@@H](N)C(C)CC)nn3)CC2)n1 (some centres undefined)
screen / no.	6	7	8	9	10
SR-BI DiI inh	-8	-31	-11	?	14
DAGLB inhibitor	-2	2	-5	-7	-2
Arrestin-AP2 inh	-6	7	9	-9	0
LANA DNA inh	1.4	0.2	-1.5	1.4	0.1
PKA-R2B activ	-2	-3	4	-8	-10
SR-BI uptake up	8	31	11	-71	-6
PvdQ acylase	-5	-18	-6	-37	-11
Cardiac RTF inh	4	1	-4	7	-1
NSD2 inh	9	-2	nt	nt	nt
Keap1 Nrf2 FP	3	2	-2	-2	0

Next part.
Second line of a record – SR-BI DiI inh	DAGLB inhibitor	Arrestin-AP2 inh	LANA DNA inh	PKA-R2B activ	SR-BI uptake up	PvdQ acylase	Cardiac RTF inh	NSD2 inh	Keap1 Nrf2 FP
46: CCOC(=O)c1c(C)[nH]c(C(=O)CSc2nnc(CC(C)c3ccccc3)o2)c1C (centres undefined)
 : 19	-1	6	0.8	6	-19	-7	1	-6	0
47: COc1ccccc1NC(=O)CSc1nnc(CC(=O)Nc2cccc(C(F)(F)F)c2)n1C
 : 18	0	-3	1.7	-4	-18	-17	-1	-4	0
48: COc1ccc(S(=O)(=O)NCC2CCCN(Cc3ccc(O)cc3)C2)cc1 (centres undefined)
 : -4	0	31	1.9	-6	4	-4	-5	2	-1
49: COc1ccc(NC(=O)COC(=O)CCc2ccc(S(=O)(=O)N3CCOCC3)cc2)cc1OC
 : -12	0	1	-0.3	-3	12	-19	-14	-1	-3

Screening data from PubChem.
